T cell modulator – T cell immune modulators affecting CD8 T cell-vesicle binding; calls only at 7 µM; 2C CD8+ T cell-vesicle binding, flow cytometry; stronger effect = lower value; 330,000 tested, 0.068% active;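 active = response, share of CD8 T cells binding vesicles, and their 90th percentile fluorescence all below set limits, cut at about 80% in these data, passing the limit was not always enough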
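Incubation: binding step 1.5 h, 37 °C, antibody labelling 20 min, ice; system: murine 2C transgenic CD8+ T lymphocytes; technique: cytometric PE anti-B7-1 and Alexa647 anti-CD8 signals after 1% paraformaldehyde fixation; also added: QL9-charged Drosophila Ld/ICAM-1/B7-1 vesicles; control set: naked versus QL9-loaded vesicles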
MT stabilizer – microtubule stabilization, imaging screen | HeLa tubulin immunostaining HCS, 24 h; share of cells brighter than vehicle mean+2SD | % tubulin-high responders, % at 10 µM | 200,000 tested, 0.83% active | AID 2205;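 active = plate Z-score above 3 for both tubulin-high and condensed-nucleus cell shares, with cell loss under 80%, at 10 µM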;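 note: anti alpha tubulin signal scored within the nucleus-defined area of each cell; some results filed as inactive read as strong as hits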
WT yeast gro inh – growth inhibition of WT yeast, mitochondrial fusion screen; mitochondrial fusion phenotypic screen, WT strain; inhibition, % at 10 µM; 190,000 tested, 2.1% active; AID 1362; in the data active = inhibition above about 58%; tested in S. cerevisiae
bCat nuc transl – alters nuclear translocation of beta-catenin in HeLa cells. immunofluorescence imaging. nuclear translocation activity, % at 5 µM. AID 1665. 190,000 tested, 0.3% active;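 active = nuclear translocation activity above 50% at 5 µM, with a well cell count of 50 or more; inconclusive = wells under 50 cells across six images, flagged as toxic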;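 note: per-cell ratio of nuclear to cytoplasmic median beta-catenin stain intensity; plate controls were DMSO negative control for no effect and GSK-3 inhibitor IX positive control for full effect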
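Test system: HeLa cells, endogenous beta-catenin; Compound: single 5 µM dose plus 0.02–20 µM confirmation series; Times: compound exposure 24 h at 37°C; Signal: fluorescence imaging of beta-catenin antibody stain plus DAPI; Read-out: % activation, nuclear-to-cytoplasmic median beta-catenin signal ratio per cell.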
Autophagy mod – modulators of autophagy; MEF GFP-LC3 puncta imaging; test concentration mostly 10 µM; calls only at 10 µM (by protocol); 190,000 tested, 0.98% active;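 active = percentage of spot-positive cells more than 3 SD above its plate mean, without a fluorescence outlier flag or 80% toxicity; inconclusive = no clear call, values can overlap the other calls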;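 note: spot-positive cell cutoff set from DMSO-treated cells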
Hep lipid drop – modulators of hepatic lipid droplet formation | AML12 mouse hepatocytes, oleate lipid droplets, BODIPY imaging | inhibition, % at 6.5 µM | 240,000 tested, 0.4% active | AID 1656;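 active = lipid droplet intensity inhibited by at least 50%, with more than 500 cells counted; inconclusive = wells with under 300 cells, treated as cytotoxic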
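Assay system: AML12 mouse liver cells | Compound dosing: One dose, 6.5 µM compound | Read-out basis: Droplet intensity reduction, % inhibition | Measured by: Fluorescence imaging, 20x objective, two fields per well | Schedule: Overnight treatment with compound plus oleate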
West Nile virus CPE – West Nile virus antiviral activity, cell-based, CPE readout (AID 1621); West Nile virus-infected cells, CPE inhibition; higher % means a stronger effect; 290,000 tested, 0.02% active; CPE inhibition, % at 10 µM; hits with a dose series show IC50 in µM; in the data active = a potency from the dose series; inconclusive = CPE inhibition mostly from about 3.7% at the one dose, without a potency; inactive = the rest, 99 in 100 with CPE inhibition below about 2.2%; note: strong numbers were not always called active
Insulin prom up – MIN6 insulin promoter up-regulation | MIN6 insulin promoter-GFP reporter, high-content imaging; stronger effect = higher value | 190,000 tested, 0.3% active | z-score at 5 µM | AID 1625;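 active = z-score above 3 at 5 µM with at least 500 cells counted in the well; inconclusive = wells under 500 cells, flagged as cytotoxic or low count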
Myeloid diff 2 – myeloid differentiation induction; 360,000 tested, 1% active; ER-HoxA9 myeloid progenitors, lysozyme-GFP differentiation, flow cytometry; AID 624256; calls only at 10 µM;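 active = normalized GFP-positive differentiation at or above the plate's own cutoff, the solvent-only control mean plus 3 SD; inconclusive = no clear call, values can overlap the other calls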;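 note: cells exposed to compound for four days before flow analysis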
WT yeast gro inh mutant strain – also measured in WT yeast gro inh; calls as there; inhibition, %; mitochondrial fusion phenotypic screen, mutant strain inhibition
Insulin prom up cell count – recorded beside Insulin prom up, whose call it bears; cell count; measured here: cytotoxicity, nuclei count;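 total cells summed across four imaged fields per well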
Hep lipid drop cells 6.5 µM – also measured in Hep lipid drop; calls as there; cell count; measured here: cell count, cytotoxicity flag;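 cells counted across two imaged fields per well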
bCat nuc transl cell count 5 µM – also measured in bCat nuc transl; calls as there; cell count; measured here: cell count, cytotoxicity flag
T cell modulator vesicle-bound % – further read-out of T cell modulator, marked with its call; double positive events, %; measured here: CD8+ vesicle-bound cell fraction;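 binding gate set so that unloaded-vesicle control wells show 10% double positive cells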
MT stabilizer Hoechst-high % – also measured in MT stabilizer; calls as there; % Hoechst-high responders; measured here: nuclear condensation Hoechst responders;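 share of cells brighter than vehicle mean plus two SD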
MT stabilizer cytotoxicity % – further read-out of MT stabilizer, marked with its call; toxicity, %; measured here: cytotoxicity by cell density;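 0% = mean cell density of plate MIN control wells and 100% = no cells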
Autophagy mod cell loss 18 h – recorded beside Autophagy mod, whose call it bears; toxicity, %; measured here: cell loss, nuclei count;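 cell loss after 18 h compound exposure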
Myeloid diff 2 GFP+ MAC1+ % – second read-out of Myeloid diff 2, no call of its own (marks repeat the call); GFP+ MAC1+ double positive, %; measured here: differentiation confirmed by MAC1 staining
Starred values were filed as active, the others as inactive; i = inactive; ? = inconclusive; nt = no result given.

SMILES | T cell modulator | T cell modulator vesicle-bound % | MT stabilizer | MT stabilizer Hoechst-high % | MT stabilizer cytotoxicity % | WT yeast gro inh | WT yeast gro inh mutant strain | bCat nuc transl | bCat nuc transl cell count 5 µM | Autophagy mod | Autophagy mod cell loss 18 h | Hep lipid drop | Hep lipid drop cells 6.5 µM | West Nile virus CPE | Insulin prom up | Insulin prom up cell count | Myeloid diff 2 | Myeloid diff 2 GFP+ MAC1+ %
O=C(CNCc1ccc(Cl)cc1)Nc1ccc2c(c1)OCCO2 | i | 1 | 3.3 | 1.7 | 23 | 6 | 3 | -1.8 | 1117 | i | 19 | 4 | 678 | -0.6% | 0.23 | 1197 | i | 0.3
CC1CCc2c(sc(/N=C/c3ccco3)c2C(N)=O)C1 (stereo unspecified) | i | 35 | nt | nt | nt | nt | nt | -0.1 | 1358 | nt | nt | 1 | 748 | 0.2% | 0.14 | 1037 | i | 0.4
COC(=O)N/N=C/c1ccc(/C=N/NC(=O)OC)cc1 | i | 60 | 1.5 | 2.2 | 8.9 | -3 | 3 | 1.6 | 1010 | i | -4 | -7 | 656 | -0.6% | nt | nt | i | 0.3
CCOC(=O)C1C(=O)NC(N2CCN(Cc3ccccc3)CC2)=NC1c1ccco1 (stereo unspecified) | i | 23 | 4.4 | 1.7 | 2.6 | 10 | 25 | 0.7 | 1159 | i | 20 | nt | nt | -0.9% | -0.56 | 1191 | i | 1.2
COc1ccc2ccccc2c1C(=O)/C=C\c1ccoc1 | i | 57 | 4.6 | 2.3 | 1.2 | 16 | 17 | -1.6 | 558 | i | -5 | 1 | 701 | -0.5% | -0.54 | 1283 | i | 0.4
COc1cc(O)c(C(CC(=O)N2CCCC2)c2ccc(N(C)C)cc2)c(OC)c1 (stereo unspecified) | i | 44 | nt | nt | nt | nt | nt | -1.8 | 1228 | nt | nt | 20 | 704 | -1.1% | -0.14 | 922 | i | 3.6
Cc1[nH]c2ccccc2c1/C=N/NC(=O)CCC(=O)Nc1ccccc1 | i | 50 | 0.7 | 0.8 | 9.0 | -12 | -5 | -0.3 | 1012 | i | 13 | 3 | 638 | -0.7% | 0.4 | 1520 | i | 0.3
CCOC(=O)c1c(CN(C)C)n(-c2ccccc2)c2cc(Br)c(O)cc12 | i | 4 | 1.5 | 2.2 | 1.8 | 10 | 8 | 4.1 | 979 | i | 13 | 0 | 711 | -0.1% | -0.11 | 1345 | i | 0.6
O=C(CSc1nnc(-c2ccc(S(=O)(=O)N3CCOCC3)cc2)o1)c1ccccc1F | i | 37 | 3.6 | 3.1 | 9.9 | 14 | 15 | -2.5 | 881 | i | -9 | nt | nt | -0.3% | 0.17 | 1280 | i | 1.0
COc1ccc2[nH]c3c(c2c1)CCn1c-3nc2sc(C(=O)Nc3ccccc3)c(C)c2c1=O | nt | nt | 4.1 | 3.0 | 5.0 | -4 | -9 | nt | nt | i | -5 | -70 | 477 | nt | 0.16 | 1223 | nt | nt
O=C(N/N=C/c1cc(Cl)cc([N+](=O)[O-])c1O)c1cc(-c2ccccn2)nc2ccccc12 | i | 38 | nt | nt | nt | nt | nt | -1.1 | 1400 | nt | nt | -22 | 672 | -0.3% | 0.54 | 1094 | i | 0.6
COc1cccc(OC)c1OCCCCN1CCC(Cc2ccccc2)CC1 | i | 45 | 0.9 | 2.1 | 10 | 12 | 16 | -3.2 | 1056 | i | 5 | -1 | 637 | -1.2% | -0.86 | 1511 | i | 0.2
O=C(NCc1ccc(Cl)cc1)c1ccc(N2CCCC2=O)cc1 | i | 53 | 2.5 | 2.6 | 12 | -2 | -11 | 1.2 | 1045 | i | 14 | 22 | 749 | -0.5% | -1 | 1290 | i | 0.3
CSc1sc(-c2nnc(SCC(=O)Nc3ccccc3)n2C)c2c1C=CCC2 | i | 45 | nt | nt | nt | nt | nt | -0.2 | 1134 | nt | nt | 14 | 673 | 0.1% | 0.28 | 1392 | i | 0.7
COC(=O)NC1CSCC1OC(=O)CCN1C(=O)c2ccccc2C1=O (stereo unspecified) | i | 31 | 4.5 | 1.9 | 3.5 | 11 | 12 | nt | nt | i | 13 | 12 | 783 | 0.1% | 0.64 | 1256 | i | 1.3
Cc1cccc(C)c1OCc1cc(C(=O)N2CCN(c3ccccc3)CC2C)no1 (stereo unspecified) | i | 34 | nt | nt | nt | nt | nt | nt | nt | nt | nt | 27 | 894 | -0.9% | nt | nt | ? | nt
COc1cccc(N/C(SCc2cccc([N+](=O)[O-])c2)=C(/C#N)C(=O)NCc2cccs2)c1 | i | 54 | 4.7 | 2.4 | 7.2 | 13 | -22 | 0.8 | 556 | i | 11 | -58 | 674 | -1.5% | 0.38 | 1121 | i | 0.6
O=C1/C(=C/c2cccnc2)Oc2cc(OS(=O)(=O)c3ccc(F)cc3)ccc21 | i | 50 | 1.4 | 1.5 | 7.5 | -9 | -2 | nt | nt | i | -2 | 14 | 821 | -0.6% | 0.57 | 986 | i | 5.1
Cc1ccc(NC2=C([N+](=O)[O-])CS(=O)(=O)C2)cc1 | i | 43 | 1.9 | 2.2 | 10 | 8 | 0 | nt | nt | i | 10 | -2 | 795 | 0.4% | 0.19 | 1044 | i | 4.7
CCOc1ccccc1C1CC(c2ccccc2)Nc2nc(N)nn21 (stereo unspecified) | i | 34 | 4.7 | 3.0 | 6.0 | -7 | 0 | nt | nt | i | 4 | nt | nt | 0.4% | 0.32 | 874 | i | 1.8
CC1CCC/C(=N\NC(=S)Nc2ccccc2)C1 (stereo unspecified) | i | 29 | 2.4 | 3.2 | 5.0 | 3 | -15 | 1.8 | 513 | i | 3 | -24 | 559 | -0.8% | 0.71 | 1239 | i | 0.3
O=C1CC(N2CCSCC2)C(=O)N1CCc1ccccc1 (stereo unspecified) | i | 15 | 3.0 | 1.2 | 0.2 | -14 | 4 | -0.8 | 1086 | i | -10 | 4 | 732 | 1.9% | 0.21 | 1186 | i | 0.9
COc1ccc(CCNS(=O)(=O)c2ccc3c(c2)OCCO3)cc1OC | i | 47 | 2.9 | 0.4 | 53 | 10 | 3 | nt | nt | i | 7 | 5 | 696 | 0.2% | -0.26 | 1337 | i | 1.1
Nn1c(Cc2cccc3ccccc23)nnc1SCc1c(F)cccc1Cl | i | 12 | 1.9 | 2.6 | 11 | 19 | -9 | nt | nt | i | 1 | -52 | 646 | -1.6% | -1.3 | 1468 | i | 0.3
COc1cc(/C=C2/C(=N)N3C(=NC2=O)SN=C3S(C)(=O)=O)ccc1OC(=O)c1ccco1 | i | 6 | nt | nt | nt | nt | nt | nt | nt | nt | nt | 0 | 754 | -0.2% | nt | nt | i | 0.5
CN1CCN(C(=O)C2=C[C@@H](c3ccc(C(F)(F)F)cc3)C[C@@H](OCc3ccc(CO)cc3)O2)CC1 | i | 55 | 2.9 | 2.1 | 8.2 | 13 | 10 | 1.6 | 1109 | i | -5 | -8 | 668 | -0.5% | 0.76 | 1426 | i | 2.5
CS(=O)(=O)N1N=C(c2ccccc2)CC1c1cccs1 (stereo unspecified) | i | 20 | 2.8 | 1.2 | 6.4 | 4 | -18 | -0.1 | 1307 | i | 2 | nt | nt | 0.0% | -1.2 | 1571 | i | 1.2
COCCn1c(SCC(=O)Nc2cc(C)on2)nc2c(c1=O)SCC2 | i | 66 | nt | nt | nt | nt | nt | nt | nt | nt | nt | 9 | 737 | -0.6% | nt | nt | i | 0.5
COc1ccc(-c2cc(C(=O)Nc3cc(OC)c(OC)c(OC)c3)no2)cc1OC | i | 29 | 2.2 | 2.3 | 13 | 4 | -4 | 4.2 | 1309 | i | 2 | nt | nt | ? | -0.62 | 1518 | ? | nt
CCn1cc(C(=O)Nc2ccccc2)c(=O)c2ccc(C)nc21 | i | 58 | nt | nt | nt | -15 | -17 | 0.2 | 1588 | i | 43 | 11 | 681 | -0.1% | nt | nt | nt | nt
Cc1ccc(C(=O)Nc2nc(-c3ccccc3)c(-c3ccccc3)o2)cc1 | i | 58 | 4.6 | 3.2 | 5.2 | 69* | 8.0* | -2.5 | 1143 | i | -13 | -10 | 506 | -0.3% | 0.82 | 1414 | i | 0.6
Cc1ccc(/C=C2\SC(=S)N(C3CCS(=O)(=O)C3)C2=O)o1 (stereo unspecified) | i | 23 | 3.3 | 2.9 | 2.1 | -21 | -22 | -2.9 | 1041 | i | -11 | -12 | 667 | -1.2% | -0.02 | 1604 | i | 1.3
COc1ccc(S(=O)(=O)NCC2CCCN(Cc3ccc(O)cc3)C2)cc1 (stereo unspecified) | i | 5 | nt | nt | nt | nt | nt | nt | nt | nt | nt | 4 | 716 | 0.1% | nt | nt | i | 0.0

Bioassay records: PubChem, several laboratories
